# Bioassay records from PubChem BioAssay.
# PAD4 FP inh: PAD4 (human) enzyme inhibition; Q9UM07; recombinant PAD4, RCA probe fluorescence polarization; inhibition, % at 6.36 µM; hit rate 0.41% among 330,000; AID 485272;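 active = percent inhibition above a cutoff equal to the mean of all tested compounds plus 3 SD, cut at about 15% in these data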;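 also: 0% = PAD4 with RCA probe and DMSO and 100% = probe without PAD4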
# LYPLA2 counter: counter-screen for PME1 inhibitors: inhibitors of human LYPLA2; hit rate 0.38% among 320,000; AID 2177; inhibition, % at 5.9 µM; recombinant LYPLA2, FP-Rh probe fluorescence polarization;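 active = inhibition above the screen-wide mean plus 3 SD, limit set per campaign, cut at about 26% in these data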;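 also: 0% = LYPLA2 with DMSO and 100% = wells lacking LYPLA2 enzyme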
# PAFAH2 inh: inhibitors of human PAFAH2; Q99487; recombinant PAFAH2, FP-rhodamine activity probe, fluorescence polarization; inhibition, % at 3.39 µM; hit rate 0.99% among 340,000;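 active = inhibition above the mean over all tested compounds plus 3 SD, cut at about 30% in these data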;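 also: inhibitors block probe labeling of enzyme so polarization drops; 0% = enzyme with DMSO and 100% = wells lacking PAFAH2 protein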
# PREPL inhibitor: inhibits the human prolyl oligopeptidase-like enzyme; recombinant PREPL, fluorescence polarization activity-based probe; inhibition, % at 5.96 µM; hit rate 0.68% among 320,000; in the data active = inhibition above about 43%;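 also: 0% = enzyme with DMSO and 100% = wells lacking enzyme; many of its hits are not listed in these tables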
# PAFAH1B3 FP inh: blocks human PAF acetylhydrolase 1B catalytic subunit 3. recombinant PAFAH1B3, FP-rhodamine probe, fluorescence polarization. inhibition, % at 3.39 µM. hit rate 0.28% among 340,000;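 active = inhibition above the screen-wide average of all tested compounds plus 3 SD, cut at about 25% in these data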;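 also: 0% = enzyme with DMSO only and 100% = wells lacking PAFAH1B3 protein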
# Target sequence (Q15102 whole entry, looked up): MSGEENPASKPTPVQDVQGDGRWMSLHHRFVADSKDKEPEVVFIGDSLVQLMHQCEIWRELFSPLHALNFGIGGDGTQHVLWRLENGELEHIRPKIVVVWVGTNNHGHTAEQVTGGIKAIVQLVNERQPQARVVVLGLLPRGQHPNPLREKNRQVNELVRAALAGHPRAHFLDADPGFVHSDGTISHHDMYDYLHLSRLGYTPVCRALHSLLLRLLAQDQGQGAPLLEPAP
# GSTO1 counter: blocks human GSTO1 in RBBP9 counter-screen | P78417 | recombinant GSTO1, activity-based probe fluorescence polarization | inhibition, % at 5.96 µM | hit rate 1.1% among 300,000 | AID 1974;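 active = inhibition above the campaign mean inhibition plus 3 SD, cut at about 35% in these data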;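 also: 0% = GSTO1-1 with DMSO and 100% = wells lacking GSTO1-1 enzyme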
# Target sequence (P78417 whole entry, looked up): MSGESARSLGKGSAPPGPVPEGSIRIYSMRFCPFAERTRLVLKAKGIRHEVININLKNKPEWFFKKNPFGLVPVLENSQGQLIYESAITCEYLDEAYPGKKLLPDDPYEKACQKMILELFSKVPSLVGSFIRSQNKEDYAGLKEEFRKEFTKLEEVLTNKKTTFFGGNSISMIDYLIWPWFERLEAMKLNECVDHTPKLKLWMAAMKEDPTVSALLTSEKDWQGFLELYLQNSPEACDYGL
# EBNA-1 inhibitor: blocks EBNA-1 binding to DNA; EBNA-1 DNA binding, fluorescence polarization; inhibition, % at 14.8 µM; hit rate 0.34% among 300,000; in the data active = inhibition above about 28%
# LYPLA1 counter: LYPLA1 (human) inhibition in PME1 counter-screen | O75608 | AID 2174 | inhibition, % at 5.9 µM | hit rate 0.16% among 320,000 | recombinant LYPLA1, FP-Rh probe fluorescence polarization;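 active = inhibition above the mean of all tested compounds plus 3 SD, set per campaign, cut at about 14% in these data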;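 also: inhibitors block serine hydrolase probe labeling of LYPLA1 so polarization falls; 0% = enzyme with DMSO and 100% = wells lacking LYPLA1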
# Target sequence (O75608 whole entry, looked up): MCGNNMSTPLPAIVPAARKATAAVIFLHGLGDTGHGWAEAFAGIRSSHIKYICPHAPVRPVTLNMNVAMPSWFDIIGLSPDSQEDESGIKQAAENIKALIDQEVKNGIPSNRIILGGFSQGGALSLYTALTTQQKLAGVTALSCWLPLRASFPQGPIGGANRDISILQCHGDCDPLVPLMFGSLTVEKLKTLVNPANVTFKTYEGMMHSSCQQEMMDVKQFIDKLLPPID
# ZTA DNA inh: counter-screen for EBNA-1 inhibitors: inhibitors of Epstein-Barr virus ZTA. P03206. inhibition, % at 11 µM. ZTA-DNA binding, fluorescence polarization. AID 2234. hit rate 0.15% among 320,000; in the data active = inhibition above about 33%
# Target sequence (P03206 whole entry, looked up): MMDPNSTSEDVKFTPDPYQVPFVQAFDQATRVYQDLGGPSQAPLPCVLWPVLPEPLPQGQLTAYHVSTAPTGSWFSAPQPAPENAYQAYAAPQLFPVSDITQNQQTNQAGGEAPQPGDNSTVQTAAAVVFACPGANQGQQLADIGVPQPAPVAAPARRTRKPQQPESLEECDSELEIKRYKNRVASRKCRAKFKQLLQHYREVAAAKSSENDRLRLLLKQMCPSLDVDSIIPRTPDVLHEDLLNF
# An asterisk follows results filed as active; / = not tested or not shown; + = active, no number; & = joins results of further samples; ! = not confirmed by another sample. Some of the compounds tested; rates above refer to the full screens.
entry	smiles	PAFAH2 inh	LYPLA2 counter	PAFAH1B3 FP inh	LYPLA1 counter	PREPL inhibitor
1	NC(=O)NC(CCC(=O)O)C(=O)O (configuration not stated)	-2.8	7.6	-0.9	-0.1	-0.9
2	C[C@H](CCC(=O)O)[C@H]1CC[C@H]2[C@@H]3[C@@H](O)C[C@@H]4C[C@H](O)CC[C@]4(C)[C@H]3CC[C@]12C	-3.0	2.5	6.5	3.7	-9.2
3	CCOc1ccc(S(=O)(=O)N2CCCCCC2)c2ccccc12	8.2	-0.2	3.5	-5.1	7.4
4	COc1nc(C)nc(Cl)c1NC1=NCCN1	7.5&-3.5	-0.1	0.7&4.5	-4.7	4.5&-7.0
5	C/C=C/C=N\NC(=O)c1ccncc1	-3.2	2.8	4.9	0.1	1.7
6	Nc1cc(-c2ccncc2)c[nH]c1=O	8.9	5.9	8.7	4.8	5.8
7	CN(C)CCCN1c2ccccc2Sc2ccccc21	-9.0	-5.0	-4.8	-1.2	37.5
8	CC1(C)O[C@H]2CC(=O)OCC23[C@H]2CC[C@@]4(C)[C@H](c5ccoc5)OC(=O)[C@H]5O[C@]54[C@]2(C)C(=O)C[C@@H]13 (some centres not stated)	5.7	4.1	6.8	4.0	9.4

entry	GSTO1 counter	PAD4 FP inh	ZTA DNA inh	EBNA-1 inhibitor
1	-4.1	2.0	8.9	-5.6
2	-24.6	0.1	-6.1	-5.1
3	-4.5	0.6	1.7	5.0
4	4.6	4.0&-4.2	4.9	1.2
5	0.0	-5.7	-4.3	-17.1
6	41.5*	-0.5	1.0	-6.7
7	3.6	1.6	2.0	-1.0
8	-5.5	1.0	-17.1	4.2

# Some entries already given, limited to PAFAH1B3 FP inh.
No. | mol | PAFAH1B3 FP inh
3 | CCOc1ccc(S(=O)(=O)N2CCCCCC2)c2ccccc12 | 3.5
4 | COc1nc(C)nc(Cl)c1NC1=NCCN1 | 0.7&4.5
5 | C/C=C/C=N\NC(=O)c1ccncc1 | 4.9
6 | Nc1cc(-c2ccncc2)c[nH]c1=O | 8.7

# Continuation:
entry	smiles	PAFAH2 inh	LYPLA2 counter	PAFAH1B3 FP inh	LYPLA1 counter	PREPL inhibitor
9	Cc1cc(C)nc(/N=C(\N)Nc2ccc(S(N)(=O)=O)cc2)n1	-0.6	1.3	4.7	0.7	9.4
10	Cc1coc2c1C(=O)C(=O)c1c-2ccc2c1CCCC2(C)C	75.5*	34.9*	7.2	5.2	9.9
11	CC(=O)N1C[C@H](O)C[C@H]1C(=O)O	4.2	-16.0	15.4	-4.8	-1.3
12	CC1=NN(c2ccccc2)C(=O)C1	1.7	-1.6	-3.1	1.4	6.1
13	O=C(O)COC(=O)Cc1ccccc1Nc1c(Cl)cccc1Cl	-1.0	8.7	10.4	1.0	4.4
14	Cc1nnc(NS(=O)(=O)c2ccc(N)cc2)s1	-5.4	-0.5	4.5	7.0	1.4
15	CC(C)Cn1cnc2c1c(=O)n(C)c(=O)n2C	-5.9	0.7	-4.4	-1.6	-10.7
16	CCCCCCCCO	-6.0	5.3	1.2	-0.5	8.0

entry	GSTO1 counter	PAD4 FP inh	ZTA DNA inh	EBNA-1 inhibitor
9	-11.0	-0.9	-4.6	-13.1
10	27.9	-0.9	-10.9	8.0
11	4.5	-5.4	9.3	7.5
12	71.8*	44.9*	15.2	-1.1
13	5.0	-0.5	-5.6	-7.7
14	2.8	1.0	30.6	6.6
15	4.4	-2.0	-2.4	8.3
16	/	-3.1	-3.4	/

# Next section:
entry	smiles	PAFAH2 inh	LYPLA2 counter	PAFAH1B3 FP inh	LYPLA1 counter	PREPL inhibitor
17	CC(C)(CO)[C@@H](O)C(=O)NCCC(=O)O	-2.3	1.3	0.3	0.1	-8.0
18	O=c1cc[nH]c(=O)[nH]1	7.6	7.1	-2.7	1.9	18.0
19	CC(C)=CC(=O)O[C@@H]1Cc2cc3ccc(=O)oc3cc2OC1(C)C	-5.3	0.3	0.1	-1.9	-0.1
20	Cc1nc2c3ccccc3nc(NNC(=O)CCC(=O)N3CCN(c4ccccc4)CC3)n2n1	2.4	-0.9	0.3	-1.9	-12.5
21	NS(=O)(=O)c1cc2c(cc1C(F)(F)F)NC(Cc1ccccc1)NS2(=O)=O (configuration not stated)	1.2	0.8	-4.2	-0.1	-1.4
22	CC(Oc1c(Cl)cccc1Cl)C1=NCCN1 (configuration not stated)	/	1.5	/	0.5	-8.8
23	CC1(C)OC2CC3C4CC(F)C5=CC(=O)C=CC5(C)C4(F)C(O)CC3(C)C2(C(=O)CO)O1 (configuration not stated)	-1.8	1.3	9.0	0.3	-2.6
24	Nc1ccc(C(=O)Nc2ccccc2N)cc1	-5.7	4.6	4.2	2.6	-1.8

entry	GSTO1 counter	PAD4 FP inh	ZTA DNA inh	EBNA-1 inhibitor
17	3.6	-0.2	7.6	0.5
18	4.2	3.5	-7.1	-0.4
19	/	2.1	1.4	/
20	1.6	0.2	2.0	3.1
21	0.1	-4.3	4.3	4.2
22	2.6	0.6	-8.4	-2.9
23	3.1	0.1	-7.6	-1.4
24	6.0	1.2	-3.9	-3.0

# Continued:
entry	smiles	PAFAH2 inh	LYPLA2 counter	PAFAH1B3 FP inh	LYPLA1 counter	PREPL inhibitor
25	c1ccc2c(CC3=NCCN3)cccc2c1	-1.0	-3.9	-0.4	-2.4	-4.1
26	C=C1c2cccc(O)c2C(=O)C2C(=O)[C@]3(O)C(=O)C(C(N)=O)C(=O)[C@@H](N(C)C)[C@@H]3[C@@H](O)[C@H]12 (some centres not stated)	52.1*	/	45.2*	/	61.7*
27	Cc1onc(-c2ccccc2Cl)c1C(=O)N[C@@H]1C(=O)N2[C@@H]1SC(C)(C)[C@@H]2C(=O)O	-6.5&8.2	-0.1&-1.3	6.7&3.0	-0.5&1.4	0.0&-1.3
28	COc1c(O)cc2c(c1O)C1OC(CO)C(O)C(O)C1OC2=O (configuration not stated)	-10.3	-4.6	0.9	3.8	-10.3
29	CN(C)C/C=C(/c1ccc(Br)cc1)c1cccnc1	4.4	-2.0	8.4	1.9	-21.3
30	O=C1NCC2(CCN(CCc3ccccc3)CC2)O1	5.8	2.3	10.7	1.6	0.4
31	CC(=O)O[C@]1(C(C)=O)CC[C@H]2[C@@H]3C=C(Cl)C4=CC(=O)[C@@H]5C[C@@H]5[C@]4(C)[C@H]3CC[C@@]21C	-7.5&0.3	5.7&3.0	13.2&2.7	3.3&-2.2	0.3&-9.1
32	CCC[C@H](N[C@@H](C)C(=O)N1[C@H](C(=O)O)C[C@@H]2CCCC[C@@H]21)C(=O)OCC	13.0	1.9	-2.4	1.6	3.6

entry	GSTO1 counter	PAD4 FP inh	ZTA DNA inh	EBNA-1 inhibitor
25	5.3	2.8	13.4	-8.4
26	/	-19.7	/	/
27	7.1&8.7	1.6&-1.2	0.0&-25.6	10.9&-3.8
28	7.2	-1.6	8.6	-1.7
29	4.2	-3.7	1.7	3.7
30	0.2	-3.3	4.0	-12.4
31	-2.3	-2.9&0.7	-19.1&-6.2	8.7
32	-4.0	-1.0	-20.2	0.3

# Given tab-delimited: entries from further up
cpd	Structure	PAFAH2 inh	LYPLA2 counter	PAFAH1B3 FP inh	LYPLA1 counter	PREPL inhibitor	GSTO1 counter	PAD4 FP inh	ZTA DNA inh	EBNA-1 inhibitor
25	c1ccc2c(CC3=NCCN3)cccc2c1	-1.0	-3.9	-0.4	-2.4	-4.1	5.3	2.8	13.4	-8.4
26	C=C1c2cccc(O)c2C(=O)C2C(=O)[C@]3(O)C(=O)C(C(N)=O)C(=O)[C@@H](N(C)C)[C@@H]3[C@@H](O)[C@H]12 (some centres not stated)	52.1*	/	45.2*	/	61.7*	/	-19.7	/	/
27	Cc1onc(-c2ccccc2Cl)c1C(=O)N[C@@H]1C(=O)N2[C@@H]1SC(C)(C)[C@@H]2C(=O)O	-6.5&8.2	-0.1&-1.3	6.7&3.0	-0.5&1.4	0.0&-1.3	7.1&8.7	1.6&-1.2	0.0&-25.6	10.9&-3.8
28	COc1c(O)cc2c(c1O)C1OC(CO)C(O)C(O)C1OC2=O (configuration not stated)	-10.3	-4.6	0.9	3.8	-10.3	7.2	-1.6	8.6	-1.7
29	CN(C)C/C=C(/c1ccc(Br)cc1)c1cccnc1	4.4	-2.0	8.4	1.9	-21.3	4.2	-3.7	1.7	3.7

# Next part
entry	smiles	PAFAH2 inh	LYPLA2 counter	PAFAH1B3 FP inh	LYPLA1 counter	PREPL inhibitor
33	N=C(N=C(N)N)N1CCOCC1	0.6	2.4	16.6	2.8	-6.8
34	COc1ccc(CN(CCN(C)C)c2ccccn2)cc1	1.9&2.3&4.7	-2.7&2.3	5.1&7.7&1.8	1.0&1.5	-0.3&-4.6
35	CN1CCC(=C2c3ccccc3CCc3sccc32)CC1	0.0	5.6	-3.0	-3.3	5.0&1.3
36	O=C1N(c2ccccc2)c2ccccc2C1(Cc1ccncc1)Cc1ccncc1	3.5	-2.4	5.7	-2.1	6.9
37	COc1ccccc1OCC(O)COC(N)=O (configuration not stated)	2.7	1.2	6.7	-0.9	9.6
38	C[C@]12CC[C@H]3[C@@H](CCC4=CC(=O)CC[C@@]43C)[C@@H]1CC[C@@H]2C(=O)CO	-2.4	-0.7	3.0	-0.7	4.1
39	CCCOc1ccccc1-c1nc2n[nH]nc2c(=O)[nH]1	-1.2	-2.4	0.1	1.3	6.1
40	CC(=O)[C@H]1CC[C@H]2[C@@H]3C[C@H](C)C4=CC(=O)CC[C@]4(C)[C@H]3[C@@H](O)C[C@]12C	9.1	-0.1	1.7	2.7	-3.7
41	COc1cc2nc(N3CCN(C(=O)C4COc5ccccc5O4)CC3)nc(N)c2cc1OC (configuration not stated)	5.5	-7.1	7.8	-3.8	14.3
42	CCCn1ncc(CN2CCCC(C(=O)c3cccc(OC(C)C)c3)C2)c1C (configuration not stated)	4.6	-0.7	4.5	-2.4	3.4
43	O=C(O)[C@@H]1[C@H]2C[C@H]3c4[nH]c5ccccc5c4CCN3C[C@@H]2CC[C@@H]1O	6.0	0.1	27.8*	0.8	1.2

entry	GSTO1 counter	PAD4 FP inh	ZTA DNA inh	EBNA-1 inhibitor
33	1.4	-1.8	4.8	-2.5
34	-5.6&8.5	-5.0&0.9	30.9&-1.6	+!
35	3.4	-10.4&-2.9	-15.4	0.6
36	-0.3	-1.3	4.9	4.9
37	1.9	-0.2	10.4	8.1
38	1.5	0.9	-0.1	-8.7
39	1.0	-3.9	11.4	-3.1
40	4.1	-0.6	4.8	9.1
41	3.9	-1.4	1.6	-5.2
42	7.0	-1.3	-6.6	6.4
43	6.4	0.1	1.1	8.1
